# Bioassay records from PubChem BioAssay.
# 12-hLO inh – inhibitors of human 12-lipoxygenase (ALOX12) | P18054 | purified 12-hLO, xylenol orange hydroperoxide absorbance | Potency, µM (series often up to 57.1 µM), for inactives: at the top dose activity change, negative = inhibition, actives largely listed as inhibitors | 0.12% of 150,000 active | AID 1452; also: potency is read from the fitted curve at half-maximal effect; nearly all actives have a fitted effect of over 55% in size; many of its hits are not listed in these tables
# Target sequence (P18054 whole entry, looked up): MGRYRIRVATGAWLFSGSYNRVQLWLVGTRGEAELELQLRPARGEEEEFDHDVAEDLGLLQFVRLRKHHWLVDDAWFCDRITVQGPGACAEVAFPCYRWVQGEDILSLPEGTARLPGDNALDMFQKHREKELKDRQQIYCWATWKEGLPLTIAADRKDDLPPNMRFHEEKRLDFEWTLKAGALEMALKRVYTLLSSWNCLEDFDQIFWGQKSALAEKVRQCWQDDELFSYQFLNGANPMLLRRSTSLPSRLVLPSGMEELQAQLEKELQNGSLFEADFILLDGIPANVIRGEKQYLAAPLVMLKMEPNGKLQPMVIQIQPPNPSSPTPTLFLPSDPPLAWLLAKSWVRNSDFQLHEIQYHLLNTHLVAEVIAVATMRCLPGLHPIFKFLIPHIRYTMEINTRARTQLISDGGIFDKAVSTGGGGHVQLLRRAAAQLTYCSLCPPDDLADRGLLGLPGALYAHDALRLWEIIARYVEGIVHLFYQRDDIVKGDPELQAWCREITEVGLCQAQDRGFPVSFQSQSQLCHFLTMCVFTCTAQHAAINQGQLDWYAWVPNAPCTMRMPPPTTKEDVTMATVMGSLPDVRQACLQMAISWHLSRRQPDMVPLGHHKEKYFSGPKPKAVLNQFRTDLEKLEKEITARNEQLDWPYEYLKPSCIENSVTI
#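 Hydroperoxide formation by human 12-lipoxygenase from 40 uM arachidonic acid was followed colorimetrically via ferric-xylenol orange complex, using the 573/405 nm absorbance ratio. Enzyme concentration was 150 nM, with 30 min reaction at room temperature.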
# ALOX15B inhib – inhibitors of human 15-lipoxygenase 2 (ALOX15B); purified 15hLO-2, xylenol orange hydroperoxide absorbance; O15296; Potency, µM (highest dose often 57.1 µM), for inactives: at the top dose activity change, negative = inhibition, most hits filed as inhibitors; AID 881; 0.56% of 110,000 active; also: potency is read from the fitted curve at half-maximal effect; nearly all actives have a fitted effect of over 60% in size; many of its hits are not listed in these tables
#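 Enzyme 50 nM, AA 45 uM, 25 mM Hepes pH 7.5 + 0.01% Triton X-100; cpd preinc 15 min RT, rxn 90 min RT; stop/detect with 200 uM XO + 300 uM Fe(II) in 50 mM H2SO4, 30 min; A573/A405.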
# IMPase inh – IMPase inhibition in cells; P97697; CHO-M1 cells, IP1 accumulation, HTRF TR-FRET ratio; inhibition (IP1 accumulation), % at 46.1 µM; 120,000 tested, under 10 active; AID 901; active = well fitted curve in the direction sought with a large enough effect in the signal ratio, not every such curve was filed as active; inconclusive = small, poorly fitted or top-dose-only effect, or a change in a side signal; inactive = no such curve, though single readings can be large or run the other way; the % refers to the signal ratio;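 also: cells stimulated with carbachol in lithium chloride buffer; plate controls were DMSO basal wells for no effect and reference inhibitor wells for full effect; higher means more IMPase inhibition seen as more IP1 and lower FRET ratio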
# Target sequence (P97697 whole entry, looked up): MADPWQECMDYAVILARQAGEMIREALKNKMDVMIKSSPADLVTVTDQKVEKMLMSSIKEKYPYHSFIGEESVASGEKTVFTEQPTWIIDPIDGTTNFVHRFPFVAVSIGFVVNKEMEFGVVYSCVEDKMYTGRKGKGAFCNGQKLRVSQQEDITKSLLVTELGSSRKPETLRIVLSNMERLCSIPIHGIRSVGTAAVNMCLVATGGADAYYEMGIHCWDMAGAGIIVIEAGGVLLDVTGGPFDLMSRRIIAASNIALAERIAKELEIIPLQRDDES
#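 In this qHTS, compounds (final up to 46 uM) act on CHO-M1 cells that are then activated through the M1 receptor with carbachol, in pH 7.4 buffer containing 50 mM LiCl, for 30 min. IP1 accumulation is quantified by the IP-One immunoassay.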
# PNC assembly inh – perinucleolar compartment assembly inhibition. activity change (PNC), negative = inhibition, % at 10 µM. 3.1% of 140,000 active. PC3M PTB-GFP, PNC prevalence imaging, 16 h; hits give low values;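 active = readout at or below -70, meaning at least 70% loss of cells showing the perinucleolar compartment, a nuclear body marking cancer cells; inconclusive = readout between -30 and a set limit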;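 also: plate controls were DMSO wells for no effect and camptothecin positive control wells for full effect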
#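 PC3M cells stably expressing PTB-GFP, 750–1000 cells/well, treated 16 h at 37 °C with compound (23 nl of library stock), in duplicate. After paraformaldehyde fixation and Hoechst stain, imaged at 20x; PNC prevalence scored by image analysis.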
# * hit, by the source's call; ? = inconclusive; . = not tested or not shown; & = joins results of further samples; [ ] = another dose, or the depositor's remark. Unless noted, calls follow the shape of the dose curve; as a rule, active = well fitted curve in the direction sought with a large enough effect; inconclusive = small, poorly fitted or top-dose-only effect, or another doubt; inactive = no such curve, though single readings can be large; an effect the other way counts as inactive or inconclusive. Unless noted, % is scaled to controls: 0 for no effect and ±100 for the full control effect.
12-hLO inh,ALOX15B inhib,IMPase inh,PNC assembly inh,Molecule
5%,45%[activator],.,.,CCCn1c(-c2ccc(F)cc2)nc2c(N3CCN(CCn4ccnc4)CC3)nc(C)nc21
-16%,-16%,13,?,CSc1ccc(S(=O)(=O)NC2CCCCCC2)cc1
1%,3%,-6,10,COC(=O)Cn1c(CCS(=O)(=O)c2ccc(C)cc2)nc2ccccc21
1%,-2%,.,.,COc1cccc(Cn2c(=O)c(-c3ccc(Cl)cc3)nc3cnc(N(C)C)nc32)c1
1%,.,.,?,CC1=NN(c2nc(-c3ccc(C)cc3)cs2)C(=O)C1N=Nc1cccc(C)c1 (stereo not given)
-2%,-1%,5,35,O=C(Cn1cnc2c(nnn2-c2ccccc2)c1=O)NCCc1ccccc1
-19%,.,.,10,COc1ccc(OC)c(C2=NNC(=NCc3ccc4c(c3)OCO4)SC2)c1
-1%,.,-7,-18,COCc1c(C(=O)OC)nnn1-c1ccccc1
-11%,5%,-7,-26,Cc1ccc(-n2ncc3c(NCc4ccc5c(c4)OCO5)ncnc32)c(C)c1
3%,7%,4,4,CCOC(=O)C(=CNc1cccc(C)c1C)C(=O)OCC
-1%,1%,6,?,Cc1ccc(NC(=O)c2cc(-c3cccc(O)c3)on2)cc1C
0%,0%,-1,?,CC1CCN(C(=O)C(Cc2ccccc2)NS(=O)(=O)c2ccc3c(c2)oc(=O)n3C)CC1 (stereo not given)
7%,-7%,1,?,COC(=O)Cc1cc(=O)n2[nH]cnc2n1
-2%[11.4 µM],-5%[11.4 µM],.,.,CCON=C1C(C)(C)C(C)(C)C(C)(C)C1(C)C
3%,1%,4,-3,COc1cccc(C(=O)OCCN(C)C(C)(C)C)c1
0%,.,.,68,COc1cccc(/C=C2/SC(=S)N(CC(=O)Nc3nnc(C)s3)C2=O)c1
-4%,6%,5,?,O=C(Oc1ccc(Cl)cc1)N1CCCCC1
12%,15%,-16,6,COc1ccc(C2C(C(C)=O)=C(O)C(=O)N2c2nccs2)cc1 (stereo not given)
-8%,-5%,3,?,Nc1cc(=O)[nH]c(SCC(=O)N2CCc3ccccc3C2)n1
-12%,0%,-26,?,CCOC(=O)c1cc(C(=O)OCC)c2ccccn2c1=O
-1%[25.6 µM],1%[25.6 µM],3[20.6 µM],.,NCCC(=O)NCCc1cnc[nH]1
0%,-9%,4,-25,Clc1ccc(-c2nnc(-c3ccccc3)nc2N2CCSCC2)cc1
-2%,-4%,.,.,CC(=O)OCC(=O)[C@@]1(O)CCC2C3CCC4=CC(=O)C=CC4(C)C3C(O)C[C@]21C (stereo not given in full)
7%,.,-6,-20,Cc1c(C(=O)OC(C)C)nnn1-c1nonc1N
6%,0%,2,52,CC1C/C(=N/NC(=O)c2cccs2)CC(C)(C)C1 (stereo not given)
-7%,.,.,-26,O=[N+]([O-])c1cc2c(c(CSc3nnnn3-c3ccc(O)cc3)c1)OCOC2
2%,-2%,10,?,COc1cccc(-c2nc(-c3ccccc3)[nH]c(=O)c2C#N)c1
-19%,0%,7,?,O=C(CSc1nc2cc3c(cc2c(=O)n1CCC1=CCCCC1)OCO3)NCc1ccco1
0%,1%,-3,-14,O=C(NC1CC1)c1cc(Cl)ccc1[N+](=O)[O-]
-2%,-4%,15,?,c1ccc(N2CCN(c3nc4cc5c(cc4s3)OCCO5)CC2)cc1
4%,.,4,32,CCOC(=O)C1CCN(C(=O)c2ccccc2NC(C)=O)CC1
-12%,0%,6,7,Cc1ccc(-c2csc3ncnc(-n4nc(C)cc4N)c23)cc1
2%,-5%,13,16,CC(C)(C)C(=O)CC1(O)C(=O)N(Cc2ccc(Cl)cc2)c2ccccc21 (stereo not given)
1%,.,.,29,COc1cccc(OC)c1C(=O)Oc1ccc2c(c1)O/C(=C\c1ccncc1)C2=O
6%,-14%,-6,-15,COC(=O)c1c(C)[nH]c(C(C)=O)c1C
-14%,-6%,-7,?,CCc1[nH]nc2c1C(c1ccc(Br)s1)C(C#N)=C(N)O2 (stereo not given)
0%,.,.,?,NC(=O)N/N=C/c1ccccc1OCC(=O)NCc1ccccc1
-9%,-22%,9,-18,COc1cccc(/C(O)=C2/C(=O)C(=O)N(CCN3CCOCC3)C2c2cccnc2)c1 (stereo not given)
3%,7%,13,0,O=C1CSC(c2cn(-c3ccccc3)nc2-c2cc3ccccc3o2)N1Cc1ccccc1 (stereo not given)
-1%,8%,-9,-3,CCOc1ccc(C2CC(c3ccc(OC)cc3)n3ncnc3N2)cc1 (stereo not given)
0%,-3%,2,20,CCCC(=O)Nc1ccc(NC(=O)c2ccco2)cn1
-9%,.,5,-26,Cc1[nH]n(-c2ncc(-c3ccc(Cl)cc3)s2)c(=O)c1C(c1ccc(Cl)cc1)C(C#N)C#N (stereo not given)
-26%,-2%,14,17,COCC(=O)N1CCCc2ccccc21
6%,-1%,-5,-6,CSc1nc(C)nc2c1c(=O)n(C)c(=O)n2C
2%,.,.,-9,COc1cccc(/C=C/C(=C2/C(=O)N(c3ccccc3)N=C2C)c2ccccc2)c1OC
-7%,5%,12,-14,O=C(N1CCOCC1)N1CCN(S(=O)(=O)N2CCOCC2)CC1
-2%,10%,-2,?,COCCNC(=O)c1cn(C)c(=O)c2cc(OC)c(OC)cc12
27%,13%,10[20.6 µM],?,Cc1cc(C(C)(C)C)cc(C)c1CC1=NCCN1
-3%,-11%,10,?,CCOC(=O)c1[nH]cnc1C(=O)O
-20%,-17%,4,10,CC1CN(S(=O)(=O)c2cccc(C(=O)OCc3cc(=O)oc4cc(O)ccc34)c2)CC(C)O1 (stereo not given)
-15%,1%,-2,-4,O=C1N/C(=N/NC(=O)c2cccc3ccccc23)S/C1=C\c1ccccc1OCc1ccccc1
-1%,.,7,18,O=C1c2cccc3cccc(c23)C(=O)N1CCN1CCN(CC(O)COc2ccccc2)CC1 (stereo not given)
?,1%&0%,?,.,Cc1nc(N=Nc2cc(S(=O)(=O)O)c3cc([N+](=O)[O-])cc(S(=O)(=O)O)c3c2)c(COP(=O)(O)O)c(C=O)c1O
-22%,-6%,3,1,CCOc1ccc(NC(=O)CN2CCN(S(=O)(=O)c3ccc(Cl)cc3)CC2)cc1
-1%,-15%,-4,-18,CCN1C(=O)C(NC(C)=O)c2cc(OC)ccc21 (stereo not given)
-7%,9%,0,8,Cn1c(C(=O)N2CCN(c3nc4ccccc4s3)CC2)cc2sccc21
-4%,0%,-4,14,CC(C)n1c2ccccc2c2nc3ccccc3nc21
-6%,-4%,-10,.,Cc1cc2ccc(=O)oc2cc1OC[C@@H](O)C(C)(C)O
0%,.,.,-2,Cc1ccc([N+](=O)[O-])cc1NC(=O)C(Sc1ccccc1)c1ccccc1 (stereo not given)
-2%,.,.,?,O=S(=O)(Nc1ccc2ccccc2c1)c1ccccc1

# (listing goes on)
12-hLO inh,ALOX15B inhib,IMPase inh,PNC assembly inh,Molecule
0%,.,.,110,CN(C)S(=O)(=O)c1ccc(C(=O)Nc2cc(S(=O)(=O)Nc3ccccc3Cl)ccc2N2CCCCC2)cc1
-3%,.,.,-13,O=C(CSc1ccc2nnc(CCNS(=O)(=O)c3ccccc3)n2n1)Nc1nc2ccccc2s1
1%,.,.,-5,Cc1ccccc1N1CCN(C2=NC(=O)/C(=C/c3cn[nH]c3-c3ccccc3)S2)CC1
-3%,0%,-5,12,Cc1cccc(CC2CC(=O)N(c3ncccn3)C2=O)c1 (stereo not given)
-3%,.,-5,2,CCn1c(=O)n(CCOC)c(=O)c2c3c(sc21)CCCC3
-2%,.,.,12,O=C(N/N=C/c1ccc[nH]1)c1ccc(Cl)cc1
-7%,-13%,9,40,CC(C)C(c1nnnn1C1CCCC1)N1CCc2ccccc21 (stereo not given)
-13%,-4%,1,25,Cc1[nH]c2ccccc2c1[C@H]1[C@@H](CC#N)C1(C)C
-22%,.,.,?,CCCCC(=O)NC(=S)Nc1ccccc1N1CCCCC1
-10%,?,-2,13,N#Cc1cc2c(nc1SCC(=O)N1CCCCC1)CCCCC2
-5%,-25%[11.4 µM],-8[1.84 µM],-14,COc1cccc(C(=O)NC2CCN(C(=O)N3c4ccccc4Sc4ccccc43)CC2)c1
-5%,-8%,0,-82*,N#Cc1nc(-c2ccco2)oc1NCc1ccc(F)cc1
-13%,-9%,9,-28,CCOC(=O)N1CCC(Nc2c(-c3ccc(C)c(C)c3)c(=O)c2=O)CC1
-6%,6%,0,10,O=c1/c(=C/c2cn(-c3ccccc3)nc2-c2ccc(F)cc2)sc2nc3ccccc3n12
-5%,-5%,-1,-26,CCOc1ccc(N=C(NC#N)SCC(=O)NC2CC2)cc1
-19%,.,.,-15,CC(=O)c1cccc(N=Nc2c(C)[nH]c3ccccc23)c1
2%,2%,1,-14,CCn1c(=O)c2ccccc2n2c(SCC(=O)NCc3cccs3)nnc12
-4%,-5%,-1,-10,CC(C)Oc1ccc(C(=O)NC(C)(C)CO)cc1
-1%,3%,3,-103*,COCCn1c(SC(C)C(=O)Nc2ncc(Cl)cc2Cl)nc2ccccc21 (stereo not given)
3%,-2%,-11,-11,CCCN1CCN(CCCNC(=O)Cn2cc3c(n2)CCCC3)CC1
3%,.,.,?,Cc1ccc(Cl)cc1N1CCN(c2cccc[n+]2C)CC1
-3%,.,-7,26,CCOP(=O)(OCC)C(Nc1cccc(C(F)(F)F)c1)c1ccc(Br)cc1 (stereo not given)
-4%,-3%,-4,53,O=S(=O)(NC(=NC1CCCC1)C(F)(F)F)c1ccccc1
4%,0%,11,-15,COc1ccccc1NC(=O)CSc1nnc(Cn2cnc3ccccc32)n1C

# Reformatted with bars between the fields: entries from further up.
mol | 12-hLO inh | ALOX15B inhib | IMPase inh | PNC assembly inh
O=c1/c(=C/c2cn(-c3ccccc3)nc2-c2ccc(F)cc2)sc2nc3ccccc3n12 | -6% | 6% | 0 | 10
CCOc1ccc(N=C(NC#N)SCC(=O)NC2CC2)cc1 | -5% | -5% | -1 | -26
CC(=O)c1cccc(N=Nc2c(C)[nH]c3ccccc23)c1 | -19% | . | . | -15
CCn1c(=O)c2ccccc2n2c(SCC(=O)NCc3cccs3)nnc12 | 2% | 2% | 1 | -14

# New compounds follow:
12-hLO inh,ALOX15B inhib,IMPase inh,PNC assembly inh,Molecule
2%,.,-5,-15,Cc1ccc(C)c(NC(=O)CSc2ccc(-c3cccs3)nn2)c1
-1%,.,-1,?,Cc1ccc(CSc2ncnc3c2cnn3-c2ccccc2)cc1
-1%,9%,-7,-21,O=C(CN1CCC(n2nnc3cc(F)ccc32)CC1)N1CCc2ccccc2C1
3%,-1%,.,.,COc1ncc2nc(C)c(=O)n(C[C@H]3CCCO3)c2n1
-3%,-1%,-1,?,COc1ccc(OC)c(C2C(C(N)=O)=C(C)Nc3nc(CCCO)nn32)c1 (stereo not given)
-7%,0%,-3,1,CC1Cc2nc(SCC(=O)Nc3nc4ccccc4s3)n(C)c(=O)c2S1 (stereo not given)
-14%,.,9,39,O=C(N/N=C/c1ccc(O)cc1O)/C(=C/c1ccccc1)CCO
-3%,.,0,47,CCOc1cc(C)c(S(=O)(=O)N2CCCC2)cc1C
-8%,-13%,-4,72,O=C1OCc2cccc3cccc1c23
1%,.,.,?,COc1ccc(/C=C/C(=O)NC(=S)NNC(=O)c2cccnc2)cc1
0%,.,-2,?,Cc1nc(NC(=O)C23CC4CC(CC(C4)C2)C3)sc1Cc1ccc2c(c1)OCO2
-11%,-3%,-4,?,CCC12CN3CC(CC)(CN(C1)C3c1c(O)ccc3ccccc13)C2=O (stereo not given)
4%,-4%,4,4,Cc1ccc(NC(=O)CCC(=O)NNC(=O)c2ccco2)cc1C
1%,.,.,60,C=C1c2cc(C)ccc2NC(=O)N1c1ccccc1
1%,4%,-12,48,COCCN1Cc2cccc(C(=O)Nc3c(C)cccc3C)c2C1=O
1%,.,.,16,Cc1cc(C)cc(-n2c(C)c3c(C)nnc(C)c3c2C)c1
-2%,.,.,-99*,COC(=O)NNS(=O)(=O)c1ccc(C)cc1
-8%,-5%,10,-25,O=C(O)c1ccc2noc(-c3ccccc3)c2c1

# A portion of the library, so the mix of outcomes need not match the whole.
